# Screening data (PubChem BioAssay)
# Pin1 inh = qHTS Assay to Find Inhibitors of Pin1 | Peptidyl-prolyl cis-trans isomerase NIMA-interacting 1 (Homo sapiens), Q13526 | Pin1 FP peptide displacement, HiFluor488, 10 min | Potency, µM (titrated, usually from 115 µM), for the others: at the highest dose activity, negative = inhibition, usual class: inhibitors | actives 0.009% (n = 390,000); active = well fitted inhibition curve with a large enough effect in the polarisation, with a control signal flat, not every such curve was filed as active; inconclusive = small, poorly fitted or top-dose-only effect, or effect the other way, or a change in a side signal; inactive = no such curve, though single readings can be large or run the other way; the % refers to the polarisation; also: % is scaled to controls: 0 for no effect and ±100 for the full control effect
# Target sequence (Q13526 whole entry, looked up): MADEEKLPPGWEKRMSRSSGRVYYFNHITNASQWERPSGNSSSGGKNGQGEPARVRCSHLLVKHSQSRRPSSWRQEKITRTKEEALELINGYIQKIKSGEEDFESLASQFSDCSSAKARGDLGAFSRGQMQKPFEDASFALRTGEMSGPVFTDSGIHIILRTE
# BAZ2B block = qHTS Assay for Inhibitors of BAZ2B; Potency, µM (top dose mostly 114 µM), without a hit: top-dose activity change, negative = inhibition, actives largely listed as inhibitors; AID 504333, 2011; Bromodomain adjacent to zinc finger domain protein 2B (Homo sapiens), Q9UIF8; actives 4.4% (n = 360,000); AlphaScreen BAZ2B-H3K14Ac peptide displacement; also: % is scaled to controls: 0 for no effect and ±100 for the full control effect; nearly all actives have a fitted effect of over 60% in size
#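 Multi-concentration screen (max 110 uM) measuring displacement of acetylated histone H3 peptide from BAZ2B by AlphaScreen, using 50 nM protein, 50 nM peptide and 10 ug/mL streptavidin donor plus Ni-chelate acceptor beads.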
# POLI inh = qHTS for Inhibitors of Polymerase Iota; AID 588590, 2011; Potency, µM (series often up to 115 µM), for the others: at the highest dose activity, negative = inhibition, most hits filed as inhibitors; actives 1% (n = 390,000); Pol iota fluorescent replication assay, 10 min; DNA polymerase iota (Homo sapiens), Q9UNA4
#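 Fluorescent replication assay read twice, at 0 min and 10 min after adding 50 nM (final) substrate. Enzyme (10 nM) and compounds were first incubated 15 min at room temperature; enzyme-free buffer wells were negative controls.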
# GLS inh = qHTS for Inhibitors of Glutaminase (GLS). Glutaminase kidney isoform, mitochondrial (Homo sapiens), O94925. GLS enzymatic activity, qHTS titration. Potency, µM (top dose mostly 45.5 µM), inactives show top-dose activity change, negative = inhibition, most hits filed as inhibitors. actives 0.21% (n = 410,000). AID 624170, 2012; also: % is scaled to controls: 0 for no effect and ±100 for the full control effect
# Target sequence (O94925 whole entry, looked up, canonical isoform): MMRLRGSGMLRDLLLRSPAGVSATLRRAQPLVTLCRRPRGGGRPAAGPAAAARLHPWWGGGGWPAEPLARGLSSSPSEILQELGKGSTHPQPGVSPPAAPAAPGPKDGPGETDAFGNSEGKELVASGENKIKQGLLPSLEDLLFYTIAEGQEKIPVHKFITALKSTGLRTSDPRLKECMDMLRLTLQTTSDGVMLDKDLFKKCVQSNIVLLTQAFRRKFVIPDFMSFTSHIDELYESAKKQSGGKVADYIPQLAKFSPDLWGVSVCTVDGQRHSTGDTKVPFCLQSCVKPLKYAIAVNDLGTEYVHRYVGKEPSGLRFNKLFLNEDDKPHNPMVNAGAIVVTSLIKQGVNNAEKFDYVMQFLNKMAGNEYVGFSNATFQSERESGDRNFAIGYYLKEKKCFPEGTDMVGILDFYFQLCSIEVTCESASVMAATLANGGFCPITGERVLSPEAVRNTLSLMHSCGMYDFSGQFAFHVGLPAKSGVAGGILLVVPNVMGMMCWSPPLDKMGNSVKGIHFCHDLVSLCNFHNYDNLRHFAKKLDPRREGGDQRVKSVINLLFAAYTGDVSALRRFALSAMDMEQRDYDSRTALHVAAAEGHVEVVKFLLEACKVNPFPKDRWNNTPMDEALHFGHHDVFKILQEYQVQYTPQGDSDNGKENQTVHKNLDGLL
#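 Glutamate formation by hKGA was monitored fluorometrically using coupled glutamate oxidase, HRP and Amplex Red. Substrate was added as 1 mM L-glutamine solution; incubation was 30 min at RT after an initial read.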
# JMJD2A Tudor inh = qHTS Assay for Inhibitors of JMJD2A-Tudor Domain; Potency, µM (doses to about 114 µM), inactives show top-dose activity change, negative = inhibition, most hits filed as inhibitors; Lysine-specific demethylase 4A (Homo sapiens), O75164; AID 504339, 2011; actives 4.4% (n = 390,000); AlphaScreen JMJD2A-Tudor / H3K4me3 peptide binding; also: % is scaled to controls: 0 for no effect and ±100 for the full control effect; nearly all actives have a fitted effect of over 50% in size
# HP1b binding inh = HTS for Inhibitors of HP1-beta Chromodomain Interactions with Methylated Histone Tails | actives 0.56% (n = 390,000) | AlphaScreen HP1-beta / biotin-H3K9me3 peptide binding | Potency, µM (titrated, usually from 114 µM), inactives show top-dose activity change, negative = inhibition, actives largely listed as inhibitors | AID 540317, 2011 | Chromobox protein homolog 1 (Homo sapiens), P83916; also: nearly all actives have a fitted effect of over 70% in size; inactives centre near 23
# Target sequence (P83916 whole entry, looked up): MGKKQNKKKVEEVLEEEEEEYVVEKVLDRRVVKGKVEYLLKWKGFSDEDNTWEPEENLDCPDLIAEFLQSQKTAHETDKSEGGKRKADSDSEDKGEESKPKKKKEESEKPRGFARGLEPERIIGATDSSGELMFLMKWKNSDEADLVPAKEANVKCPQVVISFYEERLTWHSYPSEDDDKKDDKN
#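 Compound inhibition of the preformed complex between 50 nM HP1-beta and 50 nM biotinylated H3K9me3 peptide was read by AlphaScreen. Buffer was PBS pH 7.4 with 0.01% Tween-20. Incubations ran 30 min at room temperature, with 10 ug/mL donor/acceptor beads.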
# Tb PGK inh = qHTS Assay to Find Inhibitors of Phosphoglycerate Kinase; actives 0.043% (n = 380,000); PGK/GAPDH coupled, Kinase-Glo luminescence, 60 min; AID 602233, 2012; Phosphoglycerate kinase, glycosomal (Trypanosoma brucei brucei), P07378; Potency, µM (series often up to 57.5 µM), for the others: top-dose activity change, negative = inhibition, most hits filed as inhibitors; also: % is scaled to controls: 0 for no effect and ±100 for the full control effect; nearly all actives have a fitted effect of over 60% in size
#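 Luminescent ATP detection (Kinase-Glo Plus) follows a 60-minute room-temperature incubation, with wells lacking PGK as controls. Buffer: 100 mM TEA (pH 7.6), 5 mM MgCl2, 0.01% Tween-20. Coupling enzyme GAPDH (100 nM final) supplies unstable 1,3-BPG in-well.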
# G9a block = qHTS Assay for Inhibitors of Histone Lysine Methyltransferase G9a | Histone-lysine N-methyltransferase EHMT2 (Homo sapiens), Q96KQ7 | G9a H3K9 monomethylation, AlphaScreen, 2 h | Potency, µM (titrated, usually from 102 µM), inactives show top-dose activity, negative = inhibition, usual class: inhibitors | actives 8.8% (n = 350,000) | AID 504332, 2011; also: % is scaled to controls: 0 for no effect and ±100 for the full control effect; nearly all actives have a fitted effect of over 75% in size
#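 AlphaScreen detection with an anti-monomethyl H3K9 antibody quantified product after a 2 h room-temperature reaction containing 500 nM biotinylated H3K9 peptide, 20 µM SAM and 20 nM enzyme, which had been preincubated 15 min with compound.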
# BLM helicase inh = qHTS Assay for Inhibitors of Bloom's syndrome helicase (BLM); RecQ-like DNA helicase BLM (Homo sapiens), P54132; recombinant BLM DNA unwinding, fluorescence dequenching; Potency, µM (titrated, usually from 56.1 µM), inactives show at the highest dose activity change, negative = inhibition, actives largely listed as inhibitors; actives 0.2% (n = 350,000);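 also: plate controls were vehicle for no effect and no enzyme for full effect; nearly all actives have a fitted effect of over 35% in size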
# * hit, by the source's call; i = inactive; ? = inconclusive; nt = no result given; & = joins results of further samples; [ ] = dose if it differs, or a comment. Unless noted, calls follow the shape of the dose curve; as a rule, active = well fitted curve in the direction sought with a large enough effect; inconclusive = small, poorly fitted or top-dose-only effect, or another doubt; inactive = no such curve, though single readings can be large; an effect the other way counts as inactive or inconclusive. Potency is read from the fitted curve at half-maximal effect. An excerpt, so the mix of outcomes need not match the whole.
SMILES,Pin1 inh,BAZ2B block,POLI inh,GLS inh,JMJD2A Tudor inh,HP1b binding inh,Tb PGK inh,G9a block,BLM helicase inh
CN(CC(=O)Nc1c(Cl)cccc1Cl)C(=O)c1ccccc1Cc1ccccc1,-3.7%,4.9%,16.6%,-4.1%,-19.3%,-4.0%,-6.6%,12.4%[12.7 µM],nt
COc1ccc(CNC(=O)c2cc3cc4ccc(C)cc4nc3o2)cc1,4.7%,nt,12.0%,3.3%,-9.7%,25.6%,7.5%,4.1%[59 µM],1.2%
CN(C)/C=C/C(=O)c1ccc(Cl)s1,8.0%,-4.7%,11.3%,0.9%,-9.2%,28.0%,4.8%,3.8%[59 µM],-16.8%
COC(=O)[C@@H]1C[C@@]2(O)[C@H](O)[C@H](O)[C@H](O)C[C@H]2N1Cc1ccccc1OS(=O)(=O)c1ccc(C)cc1,8.3%,-28.8%,-0.6%,7.0%,-12.3%,34.3%,-0.1%,12.0%[59 µM],-2.0%&1.5%
CCn1nnc2cc(C(=O)Nc3ccc(OC)cc3)ccc21,-1.8%,-8.6%,31.6%[activator],-2.8%,-8.1%,36.0%,-1.2%,0.2%[59 µM],1.5%
CC(C)(C)C(=O)N1CCN(C(c2ccccc2)c2ccccc2)CC1,-6.4%,-10.5%,139.0%[activator],-6.4%,-5.8%,35.2%,-4.0%,4.4%,-5.7%
CCn1nnc2cc(C(=O)Nc3cc(Cl)ccc3C)ccc21,7.9%,5.0%,-3.8%,11.6%,-6.1%,26.4%,-10.4%,-4.3%[12.7 µM],nt
Cc1ccccc1NC(=O)c1cccc(C(=O)Nc2ccccc2C)n1,3.2%,-4.8%,-4.1%,0.4%,-11.0%,24.2%,-5.1%,-10.5%,-1.4%
Cc1ccc(-c2nc3scc(CCNC(=O)c4cccc(Br)c4)n3n2)cc1,2.0%,-1.3%,14.9%,6.1%,-17.9%,16.4%,-5.6%,9.8%[59 µM],-1.3%
CCCCOc1ncnc2c1[nH]c1ccc(C)cc12,2.8%,-14.8%,40.0%[activator],3.2%,-15.7%,35.5%,3.0%,-5.6%,-8.9%
O=C(C1CCCN(S(=O)(=O)c2cccc3nsnc23)C1)N1CCc2ccccc2C1 (stereo not given),27.8%,?,64.3%[activator],-5.1%,-20.5%,3.2%,-1.3%,?,-7.3%
OC1(c2cccc(C(F)(F)F)c2)CCN(c2ncnc3c2[nH]c2ccccc23)CC1,2.8%,-3.4%,-10.9%,-1.1%,-22.9%,13.3%,i,3.1%[59 µM],1.1%
COc1ccc(-c2csc(NC(C)c3nc4cc(C(F)(F)F)ccc4n3CCOCCO)n2)cc1 (stereo not given),29.0%,nt,?,-0.5%,?,0.4%,-3.1%,nt,nt
CCOC(=O)C1CCN(C(=O)CSc2ccccc2)CC1,-4.2%,2.1%,?,-3.1%,50.1µM*,?,5.2%,4.7%[12.7 µM],-2.1%
CC(C)(C)c1cc(NC(=O)COc2ccc(Br)cc2)n(-c2ccccc2)n1,5.2%,7.2%,8.2%,15.1%,9.9%[57.1 µM],106.3%[activator],3.1%,30.1%,-11.1%
Cc1ccc(Cl)cc1NC(=O)NC1COc2ccccc2C1 (stereo not given),7.4%,3.3%,0.5%,-12.2%,-16.9%,18.0%[57 µM],-3.3%,0.9%[59 µM],-5.9%
COc1ccc(CCCc2n[nH]c(=S)o2)cc1C,-0.4%,-22.8%,-5.1%,1.0%,-9.7%,51.5%[activator],-3.1%,8.91µM*,-4.4%
CC(C)CNC(=O)[C@H]1N2C(=O)c3ccccc3C2SC1(C)C (stereo not given in full),0.5%,-2.5%,112.9%[activator],-1.0%,-11.8%,42.5%[activator],1.8%,5.0%,-1.0%
Cc1ccc(O)c(C2=Nc3ccccc3N=C(c3ccc([N+](=O)[O-])cc3)C2)c1,1.4%,?,5.0%,5.5%,-17.2%,?,2.8%,?,2.3%
O=C(COc1ccc(F)cc1Cl)Nc1cccc(S(=O)(=O)N2CCCC2)c1,11.2%,4.8%,32.9%,-1.6%,-11.4%,29.1%,-6.5%,7.3%[59 µM],nt
COc1ccc2cnn(-c3ccccc3C)c(=O)c2c1OC,-17.8%,6.9%,19.6%,-7.7%,11.3%,16.0%,2.5%,-18.7%[59 µM],6.7%
CSc1ccccc1NC(=O)c1ccc(CN2CCOCC2)cc1,-6.6%,-11.6%,21.9%,9.6%,-18.9%,32.2%,-7.8%,-21.2%,0.2%
CCN(C(=O)c1cnc(NC(C)C)cc1C(F)(F)F)c1ccc(Cl)cc1,7.7%,-9.8%,-11.2%[58.9 µM],-9.4%,-1.8%,15.9%,1.6%,4.3%,-7.5%
COc1ccc(NC(=O)C2CCN(S(=O)(=O)c3c(C)nn(C)c3C)CC2)cc1,-0.8%,-2.5%,50.0%[activator],-6.0%,2.1%,32.5%,i,-10.1%,-0.7%
Cc1ccc(OCC(=O)NCCCNC(=O)c2ccncc2)cc1C,?,-2.1%,22.6%,-0.5%,-17.6%,-31.1%,-2.4%,28.4%,-1.8%

# More entries follow.
SMILES,Pin1 inh,BAZ2B block,POLI inh,GLS inh,JMJD2A Tudor inh,HP1b binding inh,Tb PGK inh,G9a block,BLM helicase inh
COc1ccc(CN(C(=O)CNC(=O)c2ccco2)C(C(=O)NC2CCCC2)c2ccco2)cc1 (stereo not given),-4.3%,-4.7%,-1.9%,-6.2%,0.6%,32.0%,i,-1.4%[12.7 µM],-2.1%
COc1ccc2[nH]c(C(=O)O)c(NS(=O)(=O)c3ccc(C)c(C)c3)c2c1,-21.4%,-32.5%,13.4%,-14.3%,-19.2%,49.5%[activator],-0.8%,44.7µM*,-0.5%
O=C(O)COc1ccccc1/C=C1\SC(=S)N(/N=C/c2ccccc2O)C1=O,?,56.2µM*,?,40.1%[activator],?,-34.6%,-2.2%,10.7%[2.33 µM],6.4%
CCC1(c2ccccc2)NC(=O)N(CC(=O)Nc2ccc(S(=O)(=O)Nc3ncccn3)cc2)C1=O (stereo not given),2.6%,12.8%,28.4%,1.3%,-18.6%,6.5%,-1.7%,?,nt
CN(C(=S)NC(=O)C1CC1)c1ccc(O)cc1,1.3%,-2.2%,38.9%[activator],25.6%,89.1µM*,-38.6%,-0.6%,?,nt
CCOC(=O)Cn1cncc1-c1ccc([N+](=O)[O-])cc1,-4.4%,-30.8%,36.9%,1.3%,-10.7%,21.6%,-1.7%,?,-16.4%
Cc1nnc(SCC(=O)Nc2cc(C(F)(F)F)ccc2Cl)n1C,-4.4%,-14.1%,-0.1%,-3.0%,6.6%,27.3%,5.5%,44.8%,-4.7%
Cc1ccc(Cn2ccc(NC(=O)c3cc(CC(C)C)on3)n2)cc1,1.1%,25.0%,14.2%,-2.9%,28.6%,91.2%[activator],9.6%,-8.4%[59 µM],-5.8%
CN(C)c1ccc(/C=C/C(=O)c2ccc3c(c2)OCO3)cc1,?,29.7%,-12.8%,31.7%,23.4%,79.0%,-8.5%,9.6%[12.7 µM],nt
CC(C)CNC1=C(C(=S)Nc2ccccc2)C(=O)CC(C)(C)C1,-2.5%,-9.3%,-10.2%,-12.4%,-22.6%,19.5%,-9.1%,-2.2%[59 µM],-5.4%
CNS(=O)(=O)c1cccc(C(=O)OCC(=O)Nc2ccc3ccccc3c2)c1,2.9%,nt,-8.9%,9.6%,-11.0%,15.3%[57 µM],-4.6%,nt,nt
CN(Cc1ccc(OC(F)F)cc1)C(=O)c1ccc2nccnc2c1,2.3%,17.5%,12.1%,8.5%,-9.0%,20.9%,-4.1%,21.1%,0.7%
Cc1cc(C(=O)Nc2cc(S(C)(=O)=O)ccc2Cl)c(C)o1,-2.7%,nt,53.2%[activator],-1.2%,-11.6%,25.2%,-0.1%,nt,nt
Cc1ccccc1NC(=O)CC1c2ccccc2CC(C)(C)N1C (stereo not given),5.9%,-22.8%,24.7%,13.0%,-5.4%,49.7%,2.8%,?,-5.9%
Cc1ccc2c(CN3CCN(c4ccc(Cl)cc4)CC3)cc(=O)oc2c1,8.7%,-13.7%,8.0%,-6.3%,-16.4%,33.3%,-0.5%,7.2%[59 µM],-0.3%
O=C(NC1CCC(O)CC1)c1ccc(-c2ccc([N+](=O)[O-])cc2)o1 (stereo not given),-5.7%,-28.8%,-5.1%,-3.6%,-12.9%,1.4%,-4.2%,?,-3.8%
CS(=O)(=O)N(CCc1ccccc1)CC(=O)NCc1ccccc1Cl,2.3%,-2.5%,75.5%[activator],0.0%,0.0%,27.2%,0.9%,nt,-13.4%
COc1cc(-c2nn3c(-c4cccc(C)c4)nnc3s2)cc(OC)c1OC,0.0%,-1.8%,-13.1%,2.2%,-10.3%,16.2%,-1.3%,-23.6%[12.7 µM],-3.4%
c1ccc(-c2nc3ccccn3c2NCc2ccc3c(c2)OCO3)cc1,-11.7%,?,-9.0%,12.5%,?,-17.5%,i,?,-2.7%
CN(C)CCN1C(=O)C(=O)/C(=C(/O)c2ccc(F)cc2)C1c1ccccc1 (stereo not given),1.2%,5.1%,0.5%,24.8%,-26.0%,3.3%,-7.8%,?,-10.5%
